HP1b binding inh – HTS for Inhibitors of HP1-beta Chromodomain Interactions with Methylated Histone Tails; Chromobox protein homolog 1 (Homo sapiens), P83916; AlphaScreen HP1-beta / biotin-H3K9me3 peptide binding; Potency, µM (top dose mostly 114 µM), for the others: top-dose activity change, negative = inhibition, actives largely listed as inhibitors; 390,000 tested, 0.56% active; AID 540317, 2011; further: potency means the concentration at half of the fitted maximal effect; nearly all actives have a fitted effect of over 70% in size; inactives centre near 23
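Compound inhibition of the preformed complex between 50 nM HP1-beta and 50 nM biotinylated H3K9me3 peptide was read by AlphaScreen. Buffer was PBS pH 7.4 with 0.01% Tween-20. Incubations ran 30 min at room temperature, with 10 ug/mL donor/acceptor beads.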
GLS inhibitor – qHTS for Inhibitors of Glutaminase (GLS); GLS enzymatic activity, qHTS titration; Glutaminase kidney isoform, mitochondrial (Homo sapiens), O94925; 410,000 tested, 0.21% active; AID 624170, 2012; Potency, µM (series often up to 45.5 µM), for the others: at the highest dose activity change, negative = inhibition, hits mostly inhibitors; further: potency means the concentration at half of the fitted maximal effect; on the % scale 0 is the no-effect control and ±100 the full control effect
Target sequence (O94925 whole entry, looked up, canonical isoform): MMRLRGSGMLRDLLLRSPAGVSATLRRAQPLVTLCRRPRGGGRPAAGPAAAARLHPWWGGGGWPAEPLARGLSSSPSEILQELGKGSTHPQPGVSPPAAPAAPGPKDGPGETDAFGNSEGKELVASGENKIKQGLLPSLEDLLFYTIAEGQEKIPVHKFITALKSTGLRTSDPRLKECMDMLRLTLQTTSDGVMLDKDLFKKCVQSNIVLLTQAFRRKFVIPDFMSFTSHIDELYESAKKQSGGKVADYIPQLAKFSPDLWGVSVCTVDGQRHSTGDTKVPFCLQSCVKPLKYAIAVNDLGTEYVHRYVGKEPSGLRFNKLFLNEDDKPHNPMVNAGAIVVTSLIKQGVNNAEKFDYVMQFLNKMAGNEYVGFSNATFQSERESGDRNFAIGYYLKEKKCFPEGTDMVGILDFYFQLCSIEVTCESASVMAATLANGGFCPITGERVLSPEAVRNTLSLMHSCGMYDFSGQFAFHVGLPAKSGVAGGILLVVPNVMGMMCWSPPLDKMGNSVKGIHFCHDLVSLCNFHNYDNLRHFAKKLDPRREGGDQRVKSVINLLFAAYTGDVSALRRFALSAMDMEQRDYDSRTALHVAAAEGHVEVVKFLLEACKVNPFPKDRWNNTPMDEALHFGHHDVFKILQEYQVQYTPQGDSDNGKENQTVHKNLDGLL
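Read-out is an Amplex red fluorescence increase coupled through glutamate oxidase and HRP, measured before and after 30 min room-temperature incubation. hKGA is in 45 mM KH2PO4 (pH 8.2) with 0.02% Tween-20; glutamine added as 1mM solution.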
USP1 inh – Inhibitors of USP1/UAF1: Primary Screen | Ubiquitin carboxyl-terminal hydrolase 1 (Homo sapiens), O94782 | recombinant USP1/UAF1, Ub-Rhodamine cleavage fluorescence | Potency, µM (series often up to 57.1 µM), for the others: at the highest dose activity change, negative = inhibition, actives largely listed as inhibitors | 390,000 tested, 0.23% active; further: potency means the concentration at half of the fitted maximal effect; on the % scale 0 is the no-effect control and ±100 the full control effect; nearly all actives have a fitted effect of over 60% in size; inactives centre near -12
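In this screen, compounds sit with the deubiquitinase complex (1nM) for 15 min at room temperature before Ub-Rho is added at 150nM final. Fluorescence rise is then followed for 6 reads every 60 seconds.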
mIDH1 inhibitor – qHTS for Inhibitors of mutant isocitrate dehydrogenase 1 (IDH1): qHTS; 390,000 tested, 0.093% active; Isocitrate dehydrogenase [NADP] cytoplasmic (Homo sapiens), O75874; Potency, µM (doses to about 76.6 µM), for inactives: at the top dose activity change, negative = inhibition, hits mostly inhibitors; IDH1-R132H enzyme, NADPH consumption, diaphorase/resazurin fluorescence; further: potency means the concentration at half of the fitted maximal effect; on the % scale 0 is the no-effect control and ±100 the full control effect; nearly all actives have a fitted effect of over 65% in size
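IDH1-R132H (0.5 ug/mL) preincubated 30 min with compound, then NADPH (0.016 mM) and alpha-KG (2 mM) added; 80 min at RT, pH 7.5. Remaining NADPH coupled via diaphorase/resazurin to fluorescence (540/590 nm); concentration-response curves normalized to no-enzyme control.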
TrxR1 substrate – qHTS Assay for Substrates of Mammalian Selenoprotein Thioredoxin Reductase 1 (TrxR1): qHTS; Potency, µM (titrated, usually from 114 µM), for inactives: at the top dose activity change, negative = substrate turnover; Thioredoxin reductase 1, cytoplasmic (Rattus norvegicus), O89049; 390,000 tested, 0.01% active; purified TrxR1 substrate turnover, NADPH consumption readout; further: potency means the concentration at half of the fitted maximal effect; on the % scale 0 is the no-effect control and ±100 the full control effect; nearly all actives have a fitted effect of over 50% in size
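Rat TrxR1, dispensed at 90 nM, was prereduced with 400 uM NADPH (final) for 5 min at ~22 deg C, then incubated with compound 15 min before 400 uM selenite. A first-read NADPH fluorescence drop versus no-compound background flagged substrates.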
PI4K2A inh – qHTS for small molecular inhibitors of PI4K2A. purified PI4K2A, ADP-Glo luminescence, 1 h; stronger effect = lower value. activity change, negative = inhibition, % at 76.9 µM. 420,000 tested, 0.13% active; in the data active means activity change below about -50%; inconclusive means mostly about -30% to -49%;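 further: -100% = wells without enzyme as full effect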
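Compounds are screened against recombinant PI4K2A using PI as substrate and ATP, the latter dispensed at 300 microM. Reactions run one hour at ambient temperature before ADP-Glo detection; full inhibition defined by wells lacking enzyme.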
PGK inhibitor – qHTS Assay to Find Inhibitors of Phosphoglycerate Kinase; Phosphoglycerate kinase, glycosomal (Trypanosoma brucei brucei), P07378; PGK/GAPDH coupled, Kinase-Glo luminescence, 60 min; Potency, µM (titrated, usually from 57.5 µM), for inactives: at the top dose activity change, negative = inhibition, hits mostly inhibitors; 380,000 tested, 0.043% active; further: potency means the concentration at half of the fitted maximal effect; on the % scale 0 is the no-effect control and ±100 the full control effect; nearly all actives have a fitted effect of over 60% in size
Target sequence (P07378 whole entry, looked up): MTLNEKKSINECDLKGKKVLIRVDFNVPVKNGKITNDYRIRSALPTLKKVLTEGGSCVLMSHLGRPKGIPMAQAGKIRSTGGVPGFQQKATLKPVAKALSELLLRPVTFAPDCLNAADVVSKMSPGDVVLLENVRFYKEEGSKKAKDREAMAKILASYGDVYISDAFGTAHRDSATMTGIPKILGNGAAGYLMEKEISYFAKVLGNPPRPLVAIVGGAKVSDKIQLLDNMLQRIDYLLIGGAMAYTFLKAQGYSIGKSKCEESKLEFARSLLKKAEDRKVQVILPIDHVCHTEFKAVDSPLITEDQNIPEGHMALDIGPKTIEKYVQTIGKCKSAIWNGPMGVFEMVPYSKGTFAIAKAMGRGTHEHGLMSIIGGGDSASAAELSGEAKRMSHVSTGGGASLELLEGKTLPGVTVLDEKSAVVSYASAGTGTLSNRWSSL
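Luminescent ATP detection (Kinase-Glo Plus) follows a 60-minute room-temperature incubation, with wells lacking PGK as controls. Buffer: 100 mM TEA (pH 7.6), 5 mM MgCl2, 0.01% Tween-20. Coupling enzyme GAPDH (100 nM final) supplies unstable 1,3-BPG in-well.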
TrxR1 inh – qHTS Assay for Inhibitors of Mammalian Selenoprotein Thioredoxin Reductase 1 (TrxR1): qHTS | Potency, µM (top dose mostly 114 µM), without a hit: at the highest dose activity change, negative = inhibition, usual class: inhibitors | 390,000 tested, 1% active | Thioredoxin reductase 1, cytoplasmic (Rattus norvegicus), O89049 | recombinant rTrxR1, NADPH fluorescence consumption, selenite substrate; further: potency means the concentration at half of the fitted maximal effect; on the % scale 0 is the no-effect control and ±100 the full control effect; nearly all actives have a fitted effect of over 65% in size
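Rat TrxR1 (90 nM in the dispensed reagent) was pre-reduced with 400 uM NADPH for 5 min at room temperature, then incubated with compound for 15 min. After 400 uM selenite was added, NADPH fluorescence (Ex 340/Em 450 nm) was followed for 8 min.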
Pin1 inhibitor – qHTS Assay to Find Inhibitors of Pin1. Pin1 FP peptide displacement, HiFluor488, 10 min. Potency, µM (series often up to 115 µM), without a hit: at the highest dose activity, negative = inhibition, actives largely listed as inhibitors. 390,000 tested, 0.009% active. AID 504891, 2011; active means well fitted inhibition curve with a large enough effect in the polarisation, with a control signal flat, not every such curve was filed as active; inconclusive means small, poorly fitted or top-dose-only effect, or effect the other way, or a change in a side signal; inactive means no such curve, though single readings can be large or run the other way; the % refers to the polarisation; further: potency means the concentration at half of the fitted maximal effect; on the % scale 0 is the no-effect control and ±100 the full control effect
Active calls of the source: *; i = inactive; u = inconclusive; x = no result given; & = joins results of further samples; ! = a repeat was not active; [ ] = dose if it differs, or a comment. Unless noted, the call rests on the fitted dose curve; in most records, active means well fitted curve in the direction sought with a large enough effect; inconclusive means small, poorly fitted or top-dose-only effect, or another doubt; inactive means no such curve, though single readings can be large; an effect the other way counts as inactive or inconclusive. This is a subset. The share of hits here may be higher or lower than overall.

The line under a structure holds: HP1b binding inh	GLS inhibitor	USP1 inh	mIDH1 inhibitor	TrxR1 substrate	PI4K2A inh	PGK inhibitor	TrxR1 inh	Pin1 inhibitor
- O=C(NCc1ccccc1Br)c1cnc2sc(N3CCCCCC3)nn2c1=O
→ 16%	-1%	-6%	-4%	19%[57.1 µM]	-6	-8%	8%[57.1 µM]	-3%
- CSc1nc2sc3c(c2c(=O)[nH]1)CCC(C)C3 (centres undefined)
→ 25%	2%	-13%	-1%	7%	8	x	17%	3%
- O=C(CCc1nnc(C2CCCCC2)o1)NCCCOc1cccnc1
→ 23%	-5%	-12%	13%	7%[57.1 µM]	3	-1%	13%[57.1 µM]	0%
- O=C(NCc1nc2ccccc2[nH]1)C1=C[C@H](C2CC2)C[C@H](OCc2ccc(CO)cc2)O1
→ 24%	2%	-3%	3%	10%[57.1 µM]	-4	-10%	16%[57.1 µM]	-11%
- CN(C)c1ccc(CNC23CN4CN(CN(C4)C2)C3)cc1
→ 25%	24%	-1%	-1%	0%	-4	2%	-15%	-1%
- O=S1(=O)CCN(Cc2csc(-c3cccs3)n2)CC1
→ 20%	1%	-12%	10%	1%[57.1 µM]	u	-21%	25%[57.1 µM]	-3%
- CCOc1ccc(NC(=O)C(Cc2ccccc2)NS(=O)(=O)c2ccc3c(c2)oc(=O)n3C)cc1 (centres undefined)
→ 26%	0%	12%	0%	-2%	0	3%	7%	10%
- CC(=O)N(C(C)=O)c1ncn(C)c1S(=O)(=O)Nc1ccccc1
→ 19%	-6%	-19%	0%	10%[57.1 µM]	2	-8%	8%[57.1 µM]	1%
- O=S(=O)(NCC1CCCO1)c1ccc(S(=O)(=O)N(Cc2ccccn2)C2CC2)cc1 (centres undefined)
→ 33%	-3%	-21%	0%	9%	-8	0%	18%	-4%
- CCc1cc(=O)oc2cc(C)cc(OC(=O)c3ccco3)c12
→ 47%[activator]	-6%	-19%	7%	6%[57.1 µM]	1	-7%	4%[57.1 µM]	-7%
- Cc1ccc(C(=O)O)cc1NC(=O)CN1C(=O)C2C3c4ccccc4C(Br)(c4ccccc43)C2C1=O (centres undefined)
→ 0%	2%	-9%	-3%	11%	-9	-8%	21%	-9%
- CC(C)NC(=O)N(C)C[C@H]1Oc2ccc(NS(=O)(=O)c3ccc(F)cc3)cc2C(=O)N([C@H](C)CO)C[C@@H]1C
→ 22%	-3%	-23%	-2%	5%[57.1 µM]	5	-2%	-9%[57.1 µM]	28%
- O=C(CNC(=O)c1ccc2ccccc2c1)NCc1ccc(F)cc1
→ 1%	-6%	-3%	5%	-4%	-5	-4%	-4%	7%
- CNC(=S)N(CCc1c(C)[nH]c2ccc(Cl)cc12)Cc1cccnc1
→ -12%	-6%	u	-4%	4%[57.1 µM]	2	3%	4%[57.1 µM]	-15%
- COc1ccc(N2CCN(C(=O)C3CCN(S(=O)(=O)c4cn(C)cn4)CC3)CC2)cc1
→ 19%	2%	4%	-7%	-3%[57.1 µM]	3	4%	4%[57.1 µM]	-1%
- CC(C)(C)c1cc(-c2ccccc2)n[nH]1
→ 43%[activator]	2%	-12%	-3%	-10%	5	-1%	-3%	6%
- CC(=O)Nc1cc(C(=O)OCC(=O)c2ccc(C)cc2)ccc1C
→ 21%	-2%	-8%	1%	1%	-4	9%	1%	8%
- O=C(Nc1nc(-c2cccc([N+](=O)[O-])c2)cs1)c1cccc([N+](=O)[O-])c1C(=O)O
→ 16%	8%	-11%	-9%	-10%[57.1 µM]	0	-13%	-13%[57.1 µM]	-14%
- N#Cc1cc(Cl)c(NCC2CCCO2)cc1C#N (centres undefined)
→ 56%[activator]	-5%	-21%	2%	69%[activator]	-4	-8%	22%	-9%
- Cc1ccc(S(=O)(=O)N2CCCCC2)cc1NC(=O)Cn1c(=O)cnc2ccccc21
→ 10%	4%	u	-5%	4%[57.1 µM]	0	7%	0%[57.1 µM]	38%[activator]
- O=C(O)CSc1c2c(nc3cc(C(=O)Nc4ccc(F)c(Cl)c4)ccc13)CCCC2
→ 4%[57 µM]	5%	-23%	-10%	0%	7	-15%	5%	u
- CCOCCCN(C)C1CCN(C(=O)c2oc3ccccc3c2NC(=O)c2ccc([N+](=O)[O-])cc2)CC1
→ 14%	9%	-17%	-5%	5%	2	i	29%	-6%
- CCCc1nc(SCC(=O)Nc2nnc(CC)s2)c2c(C)c(C)sc2n1
→ 15%	5%	-12%	7%	9%	-2	x	29%	2%
- CCOc1ccccc1Nc1nnc(SCC(=O)Nc2cc(C)on2)s1
→ 20%	-1%	-19%	4%	10%	7	-9%	19%	15%
- O=C(NCCCn1ccnc1)/C(=C\c1cccnc1)NC(=O)c1ccco1
→ 36%	13%	-1%	0%	-2%	-5	5%	9%	5%
- COC(=O)Cc1ccc(OC(=O)c2cccc(S(=O)(=O)N3CCN(C)CC3)c2)cc1
→ 15%	6%	-17%	-5%	2%	1	-1%	5%	1%
- Cc1cccc(CCNC(=O)Cn2ncc3c(=O)oc4ccccc4c32)c1
→ 36%	-11%	-24%	6%	-5%	4	-10%	1%	41%[activator]
- CCCCOc1ccc(C(=O)N2CCC(c3nc4ccccc4o3)CC2)cc1
→ 65%[activator]	-4%	-21%	10%	-5%	3	-6%	17%	-9%
- CC(C)C(=O)NCCc1nc(-c2ccccc2Cl)no1
→ 59%[activator]	0%	-25%	2%	7%	1	-8%	4%	2%
- COc1ccccc1C(CCN(Cc1ccccc1)C(C)=O)c1ccco1 (centres undefined)
→ 25%	1%	-18%	13%	7%	1	-3%	-28%	7%
- COc1ccc(N2CCN(C(=O)CSc3nnnn3C3CC3)CC2)cc1
→ 27%	34%[activator]	-17%	0%	1%	-1	-8%	21%	-2%
- CC(C)/C=C1\CC/C(=C\c2ccc(N(C)C)cc2)C1=O
→ 41%[activator]	15%	-13%	3%	-3%	1	i	-4%	u
- Cc1cc(C)nc(Nc2ccc(O)cc2)n1
→ 43%[activator]	30%	-25%	0%	-1%	2	12%	9%	-2%
- COc1ccccc1C(O)c1nccn1C (centres undefined)
→ 13%&16%	-2%	7%	-1%	2%	2	-3%	14%	0%&3%
- CCOC(=O)N1CCN(C(=O)CSc2ccc3nnc(-c4cccnc4)n3n2)CC1
→ 22%	7%	-9%	-11%	41%[activator]	-4	-5%	25%	u
- CCc1ccc(NC(=O)c2onc(C)c2Cl)cc1
→ 40%[activator]	4%	-16%	4%	-8%	-1	-3%	-2%	3%
- COC(=O)c1c(C)nc2ccccc2c1-c1ccccc1
→ 41%	-1%	-25%	0%	3%	-6	-3%	9%	-3%
- O=C(NC1CCCC1)c1csc2c1CCCC2
→ -3%	0%	4%	3%	8%	-14	-2%	24%	3%
- C=C1CN(Cc2ccccc2)S(=O)(=O)c2ccccc21
→ 128%&36%&48%[activator]	-22%	-18%	6%	-1%&2%&6%	-9	-6%	28µM*!	-1%&1%&-1%
- COc1cc(NC(=O)Cn2ccn(-c3cc(C)cc(C)c3)c(=O)c2=O)cc(OC)c1
→ 31%	1%	-6%	-10%	1%	-2	i	13%	-1%
- O=C(CCCN1C(=O)/C(=C/c2cccc(Br)c2)SC1=S)N1CCOCC1
→ u	-1%	-18%	0%	-14%	2	-6%	-19%	3%
- CC(/C=C/C=C/c1ccccc1)=N/NC(=O)CNc1ccccc1C
→ 6%	11%	-3%	4%	-17%	8	-16%	-13%	-3%
- O=c1cc(-c2ccc(O)c(O)c2)oc2cc(O[C@@H]3O[C@H](CO)[C@@H](O)[C@H](O)[C@H]3O)cc(O)c12
→ 5%	-10%	u	37%[activator]	-6%	-14	-5%	6%	u
- COCCNC(=S)N/N=C(\C)c1ccc(Cl)c(Cl)c1Cl
→ 12%	u	-17%	2%	11%[57.1 µM]	5	-1%	4%[57.1 µM]	-3%
- Cc1ccc2c(cnn2C(=O)CCC(=O)NC2CCCCC2)c1
→ 23%	0%	u	3%	6%[57.1 µM]	0	-4%	7%[57.1 µM]	-7%
- COc1ccc(/C=C2/SC(=S)N(CCC(=O)Nc3cccnc3)C2=O)cc1OC
→ x	-2%	-27%	-10%	x	2	6%	x	x
- CCOC(=O)C1=C(C)N(C[C@@H]2CC[C@@H](Cc3ccc4cc(OC)ccc4c3)O2)C(=O)NC1c1ccccc1 (some centres undefined)
→ -2%	-3%	-11%	2%	-4%	4	-3%	18%	2%
